Screening results: PubChem BioAssay, several laboratories
Scp-1 inhibitor: inhibitors of human Scp-1 phosphatase. Recombinant Scp1, phosphopeptide, malachite green phosphate absorbance. inhibition, % at 20 µM. actives 0.88% (n = 340,000). AID 493091;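 active means inhibition above about 50% at 20 µM, limit read from the data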;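 further: plate controls were DMSO wells with enzyme for no effect and wells lacking enzyme for full effect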
Target sequence (Q9GZU7 76-261 limits assumed): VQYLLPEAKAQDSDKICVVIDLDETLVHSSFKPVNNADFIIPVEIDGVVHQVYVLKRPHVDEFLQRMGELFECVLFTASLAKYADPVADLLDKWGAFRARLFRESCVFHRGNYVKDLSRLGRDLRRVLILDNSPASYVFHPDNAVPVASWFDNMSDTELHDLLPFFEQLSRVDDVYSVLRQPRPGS
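assay system = SCP-1 phosphatase catalytic domain, residues 76-261 | buffer or medium = 50 mM Tris acetate pH 5.5, 0.005% Tween-20, 10 mM MgCl2 | incubation = enzyme reaction 45 min at room temperature, colour 5 min, stabilisation 30 min | signal = Phosphate-binding colour reagent, absorbance read at 630 nm | measure = % inhibition at 20 µM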
STEP inh: STEP (human) phosphatase inhibition; P54829; actives 0.25% (n = 360,000); recombinant STEP, OMFP fluorogenic substrate, fluorescence; AID 588621; inhibition, % at 20 µM;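 active means inhibition at 20 µM, scaled per plate between control wells, above about 37%, limit read from the data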;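 further: 0% = DMSO with enzyme and substrate and 100% = substrate only without enzyme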
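Assay system: isolated STEP enzyme / Timing: 20 min at room temperature, dark / Doses: 20 µM, 1% DMSO / Technique: fluorescence intensity, excitation 480 nm, emission 540 nm / Reagent: fluorogenic phosphatase substrate OMFP at 25 µM final / Measure: percent inhibition scaled to no-enzyme and uninhibited-enzyme controls, plate-pattern corrected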
MsrA inhibitor: inhibits bovine methionine sulfoxide reductase A | inhibition, % at 15.5 µM | actives 0.75% (n = 360,000) | purified bovine MsrA, absorbance read-out; in the data active means inhibition above about 4.5%;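 further: 0% = vehicle wells with enzyme and 100% = reference inhibitor wells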
SUMO1 PPI mod: modulators of human SUMO1-mediated protein-protein interactions | P63165 | inhibition, % at 20 µM | AID 602429 | actives 0.33% (n = 360,000) | SUMO1 binding to a labelled peptide, TR-FRET, 1 h; in the data active means inhibition above about 37%
Target sequence (P63165 whole entry, looked up): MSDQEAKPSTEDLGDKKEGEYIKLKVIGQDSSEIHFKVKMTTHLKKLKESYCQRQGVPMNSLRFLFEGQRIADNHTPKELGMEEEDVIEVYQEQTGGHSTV
Tb MetRS inh: blocks T. brucei methionyl-tRNA synthetase activity | purified T. brucei MetRS, ATP depletion, Kinase-Glo luminescence | inhibition, % at 11.9 µM | actives 0.4% (n = 360,000) | AID 624268;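 active means inhibition above a per-plate cutoff of the control wells' mean inhibition plus 3 SD, cut at about 5.5% in these data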;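 further: 0% = DMSO wells median and 100% = median of wells with control inhibitor compound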
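assay system = parasite MetRS enzyme | timing = 15 min preincubation, 2 h reaction, all 25 °C | evaluation = percent inhibition relative to median high and low control wells | medium = HEPES buffer containing pyrophosphatase, BSA, spermine, DTT | compound = single dose, 11.9 µM final nominal, 0.9% final DMSO | detection = Kinase-Glo luminescence, ATP depletion format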
LMPTP inh: blocks human LMPTP phosphatase | P24666 | recombinant LMPTP-A, OMFP fluorogenic substrate, fluorescence intensity | inhibition, % at 20 µM | actives 0.22% (n = 360,000) | AID 651560;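 active means compounds that cut the enzyme signal by at least half of the control window in the single-dose screen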;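 further: plate controls were DMSO wells with enzyme plus substrate for no effect and substrate without enzyme for full effect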
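Test system – LMPTP-A enzyme · Amount – LMPTP-A at 0.625 nM final in the reaction · Buffer or medium – Bis-Tris pH 6.0, DTT, detergent · Reagent – OMFP 400 µM · Doses – single 20 µM dose · Schedule – reaction 50 min, room temperature, dark · Detection – fluorescence intensity of OMFP turnover product · Evaluation – percent inhibition versus substrate-only and uninhibited controls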
DNMT1 inh: blocks human DNA methyltransferase DNMT1; actives 0.83% (n = 360,000); DNMT1 molecular beacon, Hinp1I cleavage, fluorescence; AID 588458; inhibition (reported as % activation of signal), % at 10 µM; P26358; in the data active means inhibition above about 50%
MsrA act: activators of bovine methionine sulfoxide reductase A | AID 602163 | actives 0.3% (n = 360,000) | activation, % at 10.6 µM | purified bovine MsrA, absorbance read-out; in the data active means activation above about 7.5%;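 further: 0% = vehicle and 100% = reference activator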
E coli Lon inh: inhibits E. coli Lon protease; AID 602123; P0A9M0; inhibition, % at 7.94 µM; actives 0.42% (n = 360,000); purified E. coli Lon protease, fluorescence polarization; in the data active means inhibition above about 13%, passing the limit was not always enough;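 further: 0% = enzyme with probe and DMSO and 100% = no enzyme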
Target sequence (P0A9M0 whole entry, looked up): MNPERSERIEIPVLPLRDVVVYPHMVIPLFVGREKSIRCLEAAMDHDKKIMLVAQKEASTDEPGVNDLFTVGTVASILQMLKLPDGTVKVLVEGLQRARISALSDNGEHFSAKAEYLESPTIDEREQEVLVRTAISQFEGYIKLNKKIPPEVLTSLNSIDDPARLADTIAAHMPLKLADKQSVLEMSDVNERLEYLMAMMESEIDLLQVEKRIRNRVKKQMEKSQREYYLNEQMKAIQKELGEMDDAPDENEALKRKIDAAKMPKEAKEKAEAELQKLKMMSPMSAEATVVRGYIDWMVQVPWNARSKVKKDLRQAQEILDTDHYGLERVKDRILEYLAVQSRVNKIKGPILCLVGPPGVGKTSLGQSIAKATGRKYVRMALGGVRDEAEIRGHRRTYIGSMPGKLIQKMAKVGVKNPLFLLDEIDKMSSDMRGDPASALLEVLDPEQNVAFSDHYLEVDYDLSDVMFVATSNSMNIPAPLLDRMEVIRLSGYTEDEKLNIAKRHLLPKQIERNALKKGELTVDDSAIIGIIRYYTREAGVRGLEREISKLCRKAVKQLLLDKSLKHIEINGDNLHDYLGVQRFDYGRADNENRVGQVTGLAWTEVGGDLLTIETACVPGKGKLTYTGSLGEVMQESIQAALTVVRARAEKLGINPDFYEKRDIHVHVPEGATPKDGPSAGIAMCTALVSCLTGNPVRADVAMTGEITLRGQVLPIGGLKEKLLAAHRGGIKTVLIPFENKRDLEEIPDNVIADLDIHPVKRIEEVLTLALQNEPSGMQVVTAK
NRP1-CendR mod: alters CendR peptide binding to human NRP-1; O14786; FAM-RPARPAR peptide binding to NRP-1, fluorescence polarization; inhibition, % at 25 µM; actives 0.85% (n = 360,000);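 active means inhibition or corrected inhibition above about 18%, plus a signal ratio from 0.5 to 1.5, limit read from the data, passing the limit was not always enough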; further: strong numbers were not always called active
Starred values were filed as active, the others as inactive; . = not tested or not shown.

#	Compound	Scp-1 inhibitor	STEP inh	MsrA inhibitor	SUMO1 PPI mod	Tb MetRS inh	LMPTP inh	DNMT1 inh	MsrA act	E coli Lon inh	NRP1-CendR mod
1	COc1cc(S(=O)(=O)Nc2cccc(C)c2)ccc1NC(=O)c1ccncc1	-3	2	-1.2	7	-0.2	-2.3	-3	-4	1	-31
2	CC(OC(=O)CNC(=O)c1ccc(Br)cc1)C(=O)NC1CCCCC1C (centres undefined)	-2	-1	-0.9	0	2.5	-0.4	8	-2	2	9
3	CCCCN=C1NN=C(c2cc3ccccc3o2)CS1	-8	-1	0.8	-16	-0.3	0.2	-10	-6	-4	-11
4	CCOc1ccc(NS(=O)(=O)c2ccc(Cl)c(N=Nc3c(O)[nH]c(=S)[nH]c3=O)c2)cc1Br	.	7	-0.4	6	0.0	0.8	-7	0	-2	-20
5	COc1ccc(-c2nc(Cn3c(SCc4cccc(F)c4)nc4ccncc43)c(C)o2)cc1OC	-3	3	0.7	9	0.4	4.2	-12	-1	-1	-10
6	Cc1ccc(-c2nc(C#N)c(NCc3ccco3)o2)cc1	-8	-1	0.7	2	-0.5	4.5	-1	-3	-7	2
7	O=C(Nc1ccc(Cl)cc1)Nc1nc(-c2ccccc2O)cs1	-13	0	2.0	4	0.1	0.4	-15	-1	-8	-1
8	CN(C)CCCNc1oc(-c2ccc(Cl)cc2)nc1S(=O)(=O)c1ccccc1	-2	0	1.7	-18	-0.2	-7.0	-2	1	-4	4
9	O=C(Nc1ccccc1C(F)(F)F)c1cc(-c2ccco2)on1	4	-1	-1.9	7	-0.9	-0.4	-6	-5	-4	4
10	COc1cc(OC)cc(-c2c(C#Cc3ccsc3)c3cc(-c4ccc(OC)nc4)ccc3n2C)c1	11	-1	1.6	-7	0.2	0.5	-11	-12	9	-10
11	CC(C)CCN1CCC(CN2C(=S)NC[C@@H]2Cc2ccccc2)CC1	21	9	0.4	-4	0.0	-0.7	3	-2	-2	-1
12	O=C1c2ccccc2NC(c2cccc(O)c2)N1O (centres undefined)	-10	-1	1.4	2	1.0	-1.7	0	0	1	-8
13	CCN1CCN(S(=O)(=O)c2ccc(Cl)c(C(=O)NC3CCCCC3)c2)CC1	-5	0	1.6	3	-0.3	-0.5	3	-3	13	-2
14	COc1ccc(Cl)cc1N(C(=O)c1ccco1)C(C(=O)NC1CCCC1)c1ccco1 (centres undefined)	-3	2	-0.8	2	-1.0	0.5	1	-1	8	1
15	S=C(NCCc1c[nH]c2ccccc12)NC1CCCC1	-6	-1	-1.5	1	-0.3	-1.8	-1	-1	-3	0
16	O=C(NCCN1CCOCC1)/C(=C\c1ccc(Br)cc1)NC(=O)c1cccs1	-4	1	-0.3	1	-0.1	-3.4	0	-4	-7	-23
17	CCC(C)C(NC(=O)c1ccccc1)C(=O)N1CCN(C(=O)c2ccccc2)CC1 (centres undefined)	.	-3	-0.1	-7	-0.3	-0.7	0	0	6	-10
18	CCC(c1nnnn1Cc1ccc(F)cc1)N1CCN(C2CCCCC2)CC1 (centres undefined)	0	-3	-0.7	-3	-1.4	-0.1	3	-12	-8	-7
19	CCN(CC)c1nc(C)c(C(=S)Nc2cc([N+](=O)[O-])ccc2Cl)s1	1	2	0.1	-10	-0.3	0.1	5	-1	-32	-119
20	N#CCCN(C(=S)Nc1ccc(Cl)c(Cl)c1)C1CCCCC1	.	1	-0.2	3	-0.2	-0.9	-2	-14	-14	-13
21	Cc1ccccc1NC(=O)CN1C(=O)N/C(=C\c2ccccc2OCc2ccc(C(=O)O)cc2)C1=O	103*	3	3.8	-13	-0.2	36	29	2	11	-13
22	S=C1NC[C@H](Cc2ccccc2)N1CCc1cccc2ccccc12	-8	2	1.7	1	0.0	2.3	-11	-2	-10	0
23	O=C1c2cnc3nc(SCc4cccc(Cl)c4)nn3c2CC2c3ccccc3CCN12 (centres undefined)	-7	2	-0.1	10	-0.1	3.4	25	1	12	-4
24	O=C(CN1C(=O)c2ccccc2C1=O)Nc1cccc(Cl)c1	-5	-2	0.6	-6	0.9	-0.4	-3	-2	7	-2

Two entries from above, as labelled records.
22) S=C1NC[C@H](Cc2ccccc2)N1CCc1cccc2ccccc12
  Scp-1 inhibitor: -8
  STEP inh: 2
  MsrA inhibitor: 1.7
  SUMO1 PPI mod: 1
  Tb MetRS inh: 0.0
  LMPTP inh: 2.3
  DNMT1 inh: -11
  MsrA act: -2
  E coli Lon inh: -10
  NRP1-CendR mod: 0

23) O=C1c2cnc3nc(SCc4cccc(Cl)c4)nn3c2CC2c3ccccc3CCN12 (centres undefined)
  Scp-1 inhibitor: -7
  STEP inh: 2
  MsrA inhibitor: -0.1
  SUMO1 PPI mod: 10
  Tb MetRS inh: -0.1
  LMPTP inh: 3.4
  DNMT1 inh: 25
  MsrA act: 1
  E coli Lon inh: 12
  NRP1-CendR mod: -4

Following part:
#	Compound	Scp-1 inhibitor	STEP inh	MsrA inhibitor	SUMO1 PPI mod	Tb MetRS inh	LMPTP inh	DNMT1 inh	MsrA act	E coli Lon inh	NRP1-CendR mod
25	Cc1ccc(S(=O)(=O)N2CCN(C(=O)COC(=O)CSc3ccc(C)c(C)c3)CC2)c(C)c1	-13	6	0.3	2	0.3	6.3	-3	0	3	14
26	Cc1n[nH]c(=S)n1Cc1ccccc1	-9	-5	1.3	-3	-0.3	-3.1	-2	3	1	-8
27	Cc1ccc([N+](=O)[O-])cc1S(=O)(=O)N1CCCN(C)CC1	-12	-1	1.1	-35	-0.8	-6.6	2	1	7	-3
28	CNC(=O)c1cccc(NC(=O)c2cc(-c3ccccc3)nc3c2cnn3C(C)C)c1	-8	0	0.8	-3	-0.6	2.5	1	-5	-8	10
29	c1cn2cc(CSC3CCCCC3)nc2s1	-13	-2	0.5	-1	-0.2	0.1	-1	1	1	13
30	CS(=O)(=O)c1ccccc1C(=O)Nc1cc(Cl)ccc1-n1cncn1	-1	4	-0.5	-3	-0.5	-1.0	-2	-5	-4	-1
31	Cc1cc(C(=O)N/N=C2\CC(=O)c3ccccc32)c(C)n1-c1ccccc1	-7	1	0.8	-4	-0.1	0.4	-17	-3	-2	-14
32	CCOc1nc(Nc2ccc([N+](=O)[O-])cc2)nc(NC(C)(C)C)n1	-6	2	0.0	-1	-0.3	-1.1	0	-3	-27	6
33	Cc1nn(C)c(C)c1CN(C)S(=O)(=O)c1ccc2ccccc2c1	-2	0	1.6	1	-0.1	-0.7	6	0	2	-3
34	Cc1cccc(NC(=O)C(=O)N/N=C/c2ccncc2)c1	5	-1	0.3	-2	-1.0	-2.1	4	-12	-3	8
35	COc1ccc(NC(=O)Nc2cc(C(=O)O)ccc2N2CC3CC(C2)c2cccc(=O)n2C3)c(OC)c1 (centres undefined)	-8	-1	-1.3	4	0.3	-0.6	1	0	3	-2
36	CNS(=O)(=O)c1cccc(C(=O)OCC(=O)NC(C)CCc2ccccc2)c1 (centres undefined)	-11	1	-0.8	5	-0.1	-0.9	0	-2	-7	5
37	COc1ccc(NC(=O)CCc2ccccc2)cc1NC(=O)c1ccco1	-6	-2	1.1	5	-0.7	-1.2	-6	1	-6	-18
38	COc1ccc(CCNC(=O)COC(=O)c2ccco2)cc1OC	3	1	0.1	0	-0.9	-1.4	1	-3	5	0
39	CCOC(=O)C(=O)N(C)c1c(CC)nc2c(OCc3ccc(OC(F)F)cc3)cccn12	.	-2	0.1	1	0.0	-0.2	-6	1	3	13
40	O=C(N/N=C/c1ccc(Sc2ccccn2)o1)c1cc2ccccc2cc1O	9	-1	.	8	1.7	3.3	-28	-3	-3	-13
41	COC(=O)C1CCN(C(=O)CSc2ccccc2)CC1	-3	0	-0.1	1	-0.6	-0.7	0	-9	-19	4
42	O=C1c2ccccc2C(=O)N1Nc1ccccc1	7	3	1.2	-4	-0.1	-0.3	3	-4	-1	-22
43	COCC(C)n1c(SCC(=O)Nc2sccc2C(N)=O)nc2ccccc2c1=O (centres undefined)	-7	2	-1.2	9	-0.1	3.1	-6	-2	-8	-12
44	NC(=O)C1=C[C@H](c2coc3ccccc3c2=O)C[C@H](OCCCCO)O1	-8	3	0.3	4	0.0	-1.1	-2	-2	-3	2
45	Cc1cccc(-c2n[nH]c(=S)n2-c2ccccc2)c1[N+](=O)[O-]	-3	-5	-0.4	1	0.2	-0.4	0	5	0	-1
46	O=C(CN1CCN(c2ccc(O)cc2)CC1)Nc1cc(S(=O)(=O)N2CCOCC2)ccc1Cl	7	3	0.6	6	-0.3	4.9	-4	-5	-10	6
47	CCCC(=O)N1CCC1(C)C(=O)NS(=O)(=O)c1ccc(F)cc1F (centres undefined)	.	-4	1.3	-1	-0.4	-3.8	3	-7	-5	-1
48	CCCCCOc1ccc(C(=O)CCC(=O)Nc2ccc(NC(C)=O)cc2)cc1	-4	0	-1.0	6	-1.6	-3.4	8	-2	-15	-14
49	COc1cccc(N/C=C/C(=O)c2ccc(OC)c(OC)c2)c1	4	7	1.9	-26	0.4	2.6	-1	-1	-9	-3
50	COc1cc(/C=N/NC(N)=O)ccc1OC(=O)c1cccs1	-14	0	-0.4	-6	-0.2	-0.5	0	1	-2	-8
51	NC(=O)c1cc(S(=O)(=O)NCCc2ccccc2)cs1	-2	-2	-0.6	3	0.4	-1.1	1	-1	5	10
52	CCc1ccc(NC(=O)N(Cc2ccco2)C(C)c2cccs2)cc1 (centres undefined)	3	-3	-0.2	2	-1.9	2.7	4	-14	-5	32*
53	Cc1c(/C=N\NC(=O)C2(C)CC2(Cl)Cl)cnn1C (centres undefined)	-10	0	0.4	-5	0.4	-2.5	17	0	4	5
54	COc1ccc(CCNC(=O)c2cc(CC(C)C)on2)cc1OC	24	0	0.2	0	-0.4	0.1	-1	-2	2	-4
55	COc1ccc(N(CC(=O)Nc2cc(C)ccc2C)S(=O)(=O)c2ccccc2[N+](=O)[O-])c(OC)c1	-6	0	-0.3	2	0.0	1.4	-9	-3	3	6
56	Cc1ccc2[nH]cc(C(=O)CN3CCN(c4ccccc4F)CC3)c2c1	-4	-4	-0.5	2	0.4	0.2	-10	2	-8	5
57	c1ccc2sc(Sc3ncnc4sccc34)nc2c1	-9	0	-0.1	2	-0.7	-0.7	12	-9	-5	-11
58	O=C(CSc1nc2[nH]c(=O)cc(O)c2s1)Nc1ccc(Br)cc1	7	0	0.8	7	-0.3	3.8	5	-2	4	2
59	CCC1(C2C=COC=C2)NC(=O)NC1=O (centres undefined)	.	1	0.6	5	-0.6	-1.1	1	-2	4	7
60	Cc1ccc(SCCC(=O)OCC(=O)Nc2ncc(Cl)cc2Cl)cc1	9	2	-0.4	1	-0.6	1.0	11	-3	-6	-14
61	Cc1cc(C)c(NC(=O)C2c3ccccc3Oc3ccccc32)c(C)c1	8	2	-1.8	3	-0.1	-1.8	25	3	2	7
62	COc1ccc(-c2csc3nc(C)nc(N4CCC(C)CC4)c23)cc1OC	6	-1	0.1	4	0.0	2.1	-2	-3	2	-7
